Source: PubChem (several laboratories)
Bfl-1 Bim block = inhibitors of Bim-Bfl-1 interaction, human | Bead-based flow cytometry, Bim-Bfl-1 binding inhibition | inhibition, % at 10 µM | 0.12% of 190,000 active | AID 1008;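 note: 0% = wells without compound plus tracer and 100% = blocker peptide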
RGS7-Gao reg = human RGS7-Galphao interaction regulation | AID 1439 | Multiplexed bead flow cytometry, RGS7-Galphao binding; actives lie on both sides | P09471 | 0.35% of 220,000 active | binding response (% of control), % at 10 µM; in the data active = binding response below about 49% or above about 150%; inconclusive = no clear call, values can overlap the other calls; inactive = in between;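 note: fluorescent Galphao held in activated GDP-AlF4 state binding bead-coupled RGS7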
Bcl-B Bim block = inhibitors of Bim-Bcl-B interaction, human | AID 951 | bead-based flow cytometry, Bim peptide-Bcl-B binding | inhibition, % at 10 µM | Q9HD36 | 0.073% of 190,000 active;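 note: 0% = tracer peptide without compound and 100% = reference inhibitor peptide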
Target sequence (Q9HD36 whole entry, looked up): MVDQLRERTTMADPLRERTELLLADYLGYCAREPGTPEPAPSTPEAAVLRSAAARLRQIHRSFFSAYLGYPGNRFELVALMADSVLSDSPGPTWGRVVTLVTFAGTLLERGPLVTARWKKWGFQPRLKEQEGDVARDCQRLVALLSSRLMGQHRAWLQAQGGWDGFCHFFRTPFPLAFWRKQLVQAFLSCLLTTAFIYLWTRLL
Bim-Bcl-W = inhibitors of Bim-Bcl-W interaction, human; Q92843; bead-based flow cytometry, Bim peptide-Bcl-W binding; inhibition, % at 10 µM; 0.02% of 190,000 active;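 note: 0% = bound tracer without compound and 100% = peptide blocker; higher means less fluorescent Bim peptide bound to Bcl-W beads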
Target sequence (Q92843 whole entry, looked up): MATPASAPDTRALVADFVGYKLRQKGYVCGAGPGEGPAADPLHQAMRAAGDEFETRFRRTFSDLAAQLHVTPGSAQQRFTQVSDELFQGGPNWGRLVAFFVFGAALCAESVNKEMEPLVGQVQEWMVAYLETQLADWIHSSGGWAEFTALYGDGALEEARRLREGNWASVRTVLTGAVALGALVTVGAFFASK
GSH bead fluor = GSH bead compound fluorescence profile; fluorescence (KMESF) at 10 µM; 0.25% of 190,000 active; AID 1776; GSH beads flow cytometry, compound fluorescence 488/530 nm; stronger effect = higher value; in the data active = fluorescence above about 89;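 note: glutathione beads carrying GST-tagged Bcl family fusion proteins plus one bare bead set; values are compound well signal with DMSO vehicle wells as background; inactives centre near 16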
RGS8-Gao reg = modulates binding of RGS8 to human Galphao; multiplexed bead flow cytometry; actives lie on both sides; response (percent of control binding), % at 10 µM; 0.34% of 220,000 active; P09471; in the data active = response below about 60% or above about 140%; inactive = in between;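 note: Galphao activated as the GDP aluminium fluoride complex binding bead-coupled RGS8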
Bim-Bcl-2 = inhibitors of Bim-Bcl-2 interaction, human | AID 950 | Bead-based flow cytometry, Bim peptide-Bcl-2 binding | inhibition, % at 10 µM | 0.06% of 190,000 active; in the data active = inhibition above about 40%; inconclusive = no clear call, values can overlap the other calls;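 note: 0% = no compound wells with probe peptide and 100% = reference peptide inhibitor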
RGS4-Gao reg = human RGS4-Galphao interaction regulation; Multiplexed bead flow cytometry, RGS4-Galphao binding; actives lie on both sides; 0.33% of 220,000 active; binding response (% of control), % at 10 µM; P09471; in the data active = binding response below about 49% or above about 150%; inactive = in between;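 note: fluorescent Galphao activated with aluminum fluoride binding bead-coupled RGS4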
Bim-Bcl-XL = disrupts Bim peptide binding to human Bcl-XL. bead flow cytometry, fluorescence. inhibition, % at 10 µM. Q07817. 0.04% of 190,000 active. AID 1007
Target sequence (Q07817 whole entry, looked up): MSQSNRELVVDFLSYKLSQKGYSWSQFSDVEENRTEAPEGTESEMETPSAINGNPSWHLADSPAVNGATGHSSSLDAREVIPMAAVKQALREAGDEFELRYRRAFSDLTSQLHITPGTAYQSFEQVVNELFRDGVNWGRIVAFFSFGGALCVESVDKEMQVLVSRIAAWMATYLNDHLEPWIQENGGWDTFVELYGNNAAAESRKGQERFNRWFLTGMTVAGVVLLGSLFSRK
Bim-Mcl-1 = inhibitors of Bim-Mcl-1 interaction, human; Q07820; Bead-based flow cytometry, Bim peptide-Mcl-1 binding; inhibition, % at 10 µM; 0.1% of 190,000 active; AID 1009;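 note: 0% = no compound tracer wells and 100% = peptide blocker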
Target sequence (Q07820 whole entry, looked up): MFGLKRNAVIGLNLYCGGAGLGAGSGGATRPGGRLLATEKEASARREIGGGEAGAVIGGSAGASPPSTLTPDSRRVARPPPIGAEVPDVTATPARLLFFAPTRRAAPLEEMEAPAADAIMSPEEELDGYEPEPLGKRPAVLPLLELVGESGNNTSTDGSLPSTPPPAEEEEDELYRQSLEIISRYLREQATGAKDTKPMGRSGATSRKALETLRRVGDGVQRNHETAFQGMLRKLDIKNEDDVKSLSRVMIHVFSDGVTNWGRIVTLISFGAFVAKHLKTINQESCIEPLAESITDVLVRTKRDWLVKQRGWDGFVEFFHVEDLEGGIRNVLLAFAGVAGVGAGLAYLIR
Mcl1-Bid inh = Mcl-1/Bid interaction inhibition; Q07820; TR-FRET Mcl-1/Bid-Dy647 peptide binding, 1536-well; inhibition, % at 21.7 µM; 0.97% of 220,000 active; AID 1021;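 active = compounds that cut the binding signal by more than half at the single screening dose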;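 note: His-tagged Mcl-1 with europium anti-His antibody binding Bid BH3 peptide; 0% = Mcl-1 plus peptide wells and 100% = peptide-only wells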
* marks the source's active call; other numbers are inactive results; ? = inconclusive; / = not tested or not shown; [ ] = remark or other dose. Cut-off read from the data, not from the text of the source, unless noted: active = inhibition above about 40%. Not a hit list; overall some 1.8% were active at least once.

The line under a structure holds: Bfl-1 Bim block	RGS7-Gao reg	Bcl-B Bim block	Bim-Bcl-W	GSH bead fluor	RGS8-Gao reg	Bim-Bcl-2	RGS4-Gao reg	Bim-Bcl-XL	Bim-Mcl-1	Mcl1-Bid inh
CC(NC(=O)c1cccnc1)C(c1ccccc1)N1CCN(C)CC1 (stereo not drawn)
  -13	105	-4	-1	11	102	-9	101	-7	0	4
Cc1ccc(-n2c(C)cc(/C=C3/C(=N)N4C(c5ccccc5)=CSC4=NC3=O)c2C)cc1
  -12	101	-9	-7	11	103	-7	100	-8	-3	-13
N#Cc1cccc(NC(=O)CN2NS(=O)(=O)c3ccccc3C2=O)c1
  -12	101	-10	2	30	106	-7	101	-13	-2	7
O=C(c1cccc(S(=O)(=O)N2CCCC2)c1)N1CCCc2ccccc21
  -5	92	-5	-1	16	99	-2	92	-2	-1	2
C#CCOCCOCCOCCNc1nc(N2CCOCC2)nc(N2CCN(C(=O)[C@H](CCC(=O)O)n3cc(C(N)Cc4ccc(O)cc4)nn3)CC2)n1 (stereo partly drawn)
  -4	97	-2	-1	19	102	0	98	-2	-1	37
C=C(C)CSc1[nH]c(=O)cc(C)c1C#N
  -2	90	0	1	9	97	2	95	1	22	-6
O=C(CN1CC[n+]2c(-c3cccs3)csc21)c1ccc(Br)cc1
  -1	95	-8	-5	10	103	-2	97	-5	-4	-43
COc1ccccc1NC(=O)c1cc2ccc(O)cc2o/c1=N\O
  -1	82	-6	-2	29	84	-4	82	0	-3	-13
CCCN(CCC)CCCNS(=O)(=O)c1ccc2c(c1)oc(=O)n2C
  -7	105	-7	2	46	102	-8	107	5	-2	-17
CCC(C)(C)n1nnnc1C(c1ccc(Cl)cc1)N1CCN(C)CC1 (stereo not drawn)
  -14	98	-6	-1	19	100	-9	99	-1	-1	24
O=C(NC(CO)(CO)CO)c1coc(=O)c(Br)c1
  -6	101	-4	0	75	100	-4	101	0	0	-35
NC(=O)c1sc2nc(N3CCCCC3)c3c(c2c1N)CCCC3
  -22	100	-8	-4	23	101	-7	101	-5	-6	-34
Cc1sc(C(=O)NCc2cccnc2)c2nc(C)n(CC(=O)NCc3cccnc3)c(=O)c12
  -7	101	-4	-2	37	100	-3	101	-5	-2	-23
CC1(C)Oc2ccc3ccc(=O)oc3c2C(/C=N/O)C1=O (stereo not drawn)
  -13	100	-14	-5	22	102	-11	102	-12	-6	-6
CCN(C(=O)COC(=O)c1cccc(NS(=O)(=O)c2ccc(F)c(F)c2)c1)C1CCS(=O)(=O)C1 (stereo not drawn)
  -4	107	-2	-2	76	104	-3	103	-2	0	-4
CCOc1ccc2nc(SCC(=O)Nc3ncccn3)[nH]c2c1
  -2	106	-7	-5	9	103	-3	107	-5	-1	-21
Cc1nnc(C)n1/N=C/c1ccccn1
  -18	90	-13	-4	38	94	-10	94	-9	-4	6
COc1ccc(-n2c(SCC(=O)Nc3ccc([N+](=O)[O-])cc3OC)nc3ccccc32)cc1
  4	101	-8	-3	18	100	1	101	-10	-21	-26
COc1ccc(CC(=O)Nc2cccc(C(=O)O)c2C)cc1
  -2	101	0	-1	22	101	0	101	-1	1	-15
COc1nc(NCCO)nc(Nc2ccccc2F)n1
  -5	104	0	1	21	99	-1	99	0	0	-22
COc1ccc(-c2[nH]ncc2CN2CCN(Cc3cccs3)CC2)cc1F
  -17	101	-7	-4	52	101	-9	101	-7	-4	-5
CN1CCN(CCCNC(=O)c2ccc3c(c2)N(Cc2ccccc2)CCS3)CC1
  0	134	-2	0	25	145*[activator]	-1	142	-2	-5	-25
COc1ccc(-c2[nH]ncc2C=O)cc1OC
  -10	?	-4	-6	12	97	-3	96	-4	1	-21
COc1ccccc1NC(=O)CCSc1ccc(C)cc1
  -1	101	1	1	11	99	-2	101	0	-1	-8
CCN1CCN(c2nc3sc4c(c3c3ncnn23)CC(C)CC4)CC1 (stereo not drawn)
  -2	105	-2	0	26	108	-3	109	-5	-2	-3
CCOc1ccccc1Oc1c(C)oc2c(CN3CCN(CCO)CC3)c(O)ccc2c1=O
  3	101	0	4	34	106	2	100	5	5	/
CC1CCCN(CCOCCOc2ccc(Cl)cc2Br)C1 (stereo not drawn)
  0	103	-5	-1	23	100	-1	104	0	-2	31
COc1cccc(Nc2cc(C)nc3ccccc23)c1
  -19	101	-10	-4	28	103	-12	102	-6	-4	-9
Cc1ccc(OCCCCn2cnc3ccccc32)cc1
  -4	?	-2	-2	17	104	0	99	0	0	16
COc1ccc(OC)c(NC(=O)CN(c2ccc(C(C)C)cc2)S(=O)(=O)c2c(C)noc2C)c1
  -7	105	-5	2	26	103	-7	105	-1	0	-8
N#Cc1cccnc1Nc1cccc(Cl)c1
  -5	104	-12	-5	15	102	-17	100	-7	-5	-13
O=C(NCc1ccc2c(c1)OCO2)C1CCC(CNc2c(N3CCCC3)c(=O)c2=O)CC1 (stereo not drawn)
  -5	101	-9	3	11	98	-3	97	-5	2	-42
Cc1cc(C(=O)OCC(=O)NC(C)(C)C)c2ccccc2n1
  -7	98	-1	-2	22	101	1	101	-3	-7	-22
Cc1ccc(S(=O)(=O)CCc2nnc(NC(=O)c3ccccn3)s2)cc1
  -9	101	-6	3	16	101	-5	102	0	0	-91
COC(=O)C1C(=O)C2=C(CC1C)NC(=O)CC2c1ccc(F)cc1 (stereo not drawn)
  -9	100	-5	0	60	98	0	99	-3	1	-23
COc1cccc(OC)c1C(=O)NC(=S)NCc1ccccc1
  -7	?	-5	-3	15	102	-4	104	-5	0	-41
COc1ccc(C(C(=O)NC2CCCCC2)N(Cc2ccco2)C(=O)CNC(=O)c2ccco2)cc1 (stereo not drawn)
  0	102	-2	-2	17	100	8	100	-4	0	-17
c1csc(CSc2nc3ccccc3s2)c1
  -8	100	-11	-1	276*	100	-3	99	0	-5	-15
O=C(Nc1cccc(Br)c1)c1ccc2nc(N3C(=O)CCC3=O)sc2c1
  -1	102	0	0	20	105	-2	102	0	0	-6
C=CCNC(=O)c1ccc(-c2nc(-c3ccc(Cl)c(Cl)c3)cs2)cc1
  -13	89	-11	2	11	92	-15	86	-4	0	-15
CCN(CC)c1ccc2c(c1)OC(N)=C(C#N)C2c1cccnc1 (stereo not drawn)
  -3	96	-5	1	7	98	-6	99	0	2	-55
COC(=O)c1ccccc1NC(=O)c1cnn2c(C(F)F)cc(C3CC3)nc12
  0	94	2	0	45	86	-2	94	6	0	-14
Cc1cc(NC(=O)Cn2nc(C(F)(F)F)c3c2CCC3)n(-c2ccccc2)n1
  4	96	-1	4	58	90	1	92	1	-2	-8
O=C(C1CCCN(S(=O)(=O)c2ccccc2)C1)N1CCCc2ccccc21 (stereo not drawn)
  -17	100	-7	-4	19	99	-7	102	-8	-9	2
Cc1ccc(CCNC(=O)CCNS(=O)(=O)c2ccc3c(c2)oc(=O)n3C)cc1
  -14	104	-8	0	31	100	-7	103	-6	-3	-10
CCCN(CCC)C(=O)c1ccc2c(=O)n(Cc3ccco3)c(=S)[nH]c2c1
  -4	100	-11	-5	7	102	-2	101	-1	-2	-32
CS(=O)(=O)N(CCc1ccccc1)CC(=O)Nc1ccc(OCc2ccccc2)cc1
  2	111	0	0	14	109	-2	107	0	0	-21
CC(=O)c1ccc(N(C(=O)c2csnn2)C(C(=O)NC(C)(C)C)c2cccs2)cc1 (stereo not drawn)
  -5	98	-3	1	24	100	-2	102	0	-1	-20
O=C(O)CC(NC(=O)C1CCCCC1)c1cc([N+](=O)[O-])ccc1Cl (stereo not drawn)
  -5	100	-4	-2	16	100	-4	99	-5	-3	7
C=CCNC(=S)NNC(=O)c1ccc(OC(C)C)cc1
  0	106	-12	6	18	110	5	110	3	4	-36

Following part:
The line under a structure holds: Bfl-1 Bim block	RGS7-Gao reg	Bcl-B Bim block	Bim-Bcl-W	GSH bead fluor	RGS8-Gao reg	Bim-Bcl-2	RGS4-Gao reg	Bim-Bcl-XL	Bim-Mcl-1	Mcl1-Bid inh
NC(=O)c1c(NC(=O)c2cc3ccccc3o2)sc2c1CCC2
  5	92	-5	-4	25	96	0	86	-2	-3	24
CCOC(=O)CSc1cc(CS(C)(=O)=O)nc(-c2ccccn2)n1
  -8	101	-4	-1	10	105	-6	102	-2	-1	0
CN(O)/C=C1\C(=O)Nc2ccccc21
  -4	90	0	4	14	95	-1	90	-2	0	-103
Cc1ccc(Nc2nc(Nc3ccc(C)cc3)nc(SC3=NCCS3)n2)cc1
  -8	93	-9	0	13	98	-7	95	-4	0	-3
Cc1cc(Cl)ccc1OCc1n[nH]c(=S)n1C1CCCCC1
  -11	100	-10	-2	17	104	-10	103	-5	-4	5
O=C(COC(=O)c1sc2ccccc2c1Cl)Nc1ncc(Cl)cc1Cl
  0	96	-3	-2	25	87	-4	95	-5	-3	-16
CC(C)=C1C2CCC1C1C(=O)N(CCc3ccccc3)C(=O)C21 (stereo not drawn)
  -1	103	-7	-2	10	104	-1	102	-6	-4	1
COc1ccc(C2NC(=O)CS2)cc1OC (stereo not drawn)
  -7	98	-4	2	25	99	-3	99	0	0	2
O=C(c1ccccc1)c1cc(Cl)ccc1N1C(=O)C=CC1=O
  18	97	0	4	14	87	12	94	4	4	51*
O=C(NC1CC1)C1=C[C@H](c2csc3ccccc23)C[C@H](OCCCCO)O1
  -4	87	-5	1	18	92	-4	92	-3	-2	-5

Limited to RGS7-Gao reg and Mcl1-Bid inh, for some of the entries so far:
SMILES | RGS7-Gao reg | Mcl1-Bid inh
CC(C)=C1C2CCC1C1C(=O)N(CCc3ccccc3)C(=O)C21 (stereo not drawn) | 103 | 1
COc1ccc(C2NC(=O)CS2)cc1OC (stereo not drawn) | 98 | 2

(list continues)
The line under a structure holds: Bfl-1 Bim block	RGS7-Gao reg	Bcl-B Bim block	Bim-Bcl-W	GSH bead fluor	RGS8-Gao reg	Bim-Bcl-2	RGS4-Gao reg	Bim-Bcl-XL	Bim-Mcl-1	Mcl1-Bid inh
COc1cc(CNn2cnnc2)ccc1OCC(=O)NC(C)(C)C
  -3	100	-2	-2	63	100	-1	101	-1	0	-5
CC(C)(C)C(=O)Cn1ncc(N2CCCC2)c(Br)c1=O
  -2	100	-1	-1	17	101	-3	100	-3	-2	-3
CC(C)CCC1=NN(C(=O)c2ccco2)C(O)(C(F)(F)F)C1 (stereo not drawn)
  -5	103	-1	0	11	104	-1	106	0	0	-37
O=C(/C=C/c1ccccc1)NC1CCCc2ccccc21 (stereo not drawn)
  -1	105	-1	-1	12	109	-3	105	0	0	-3
COc1ccc(-c2noc(-c3ccccc3-c3ccccc3)n2)cc1OC
  0	98	-2	1	10	95	-1	100	-3	0	-1
O=c1c2ccccc2nc(-c2ccc(Br)cc2)n1Cc1ccccc1
  -4	96	-1	5	11	92	0	83	0	3	-6
CCCCC(=O)NC(=S)Nc1cc(C(=O)O)ccc1OC
  0	102	-1	-1	12	103	0	106	-1	-2	-22
Cc1cc(NC(=O)c2cnccn2)no1
  1	99	1	2	33	102	1	104	-3	-2	12
Cc1ccc(-c2ccnc(-c3ccc(O)cc3)n2)cc1
  0	95	-7	0	25	98	-2	94	0	-5	-17
Cc1c(Cl)cccc1-n1ccnc1SCC(=O)O
  0	101	0	0	22	101	2	102	1	1	-17
CCC(C)S(=O)(=O)c1snnc1C (stereo not drawn)
  -17	98	-8	0	32	101	-11	104	-6	-3	-34
Cn1c(CNC(=O)c2ccco2)nnc1SCC(=O)Nc1cccc(Br)c1
  -1	112	-2	0	11	111	-1	117	-3	-1	-61
